KOR beta-arrestin-1 – KOR antagonists, beta-arrestin recruitment, cell-based, luminescence, uHTS (AID 1778); KOR beta-arrestin recruitment, luminescence, antagonist mode; higher % means a stronger effect; one-dose inhibition, % at 10 µM; IC50 in µM for titrated hits; 290,000 compounds, 0.091% hits; in the data active means inhibition above about 50%; further: strong numbers were not always called active
GPR55 activation – GPR55 agonists via beta-arrestin recruitment, primary screen, imaging, U2OS cells, beta-arrestin-GFP redistribution (AID 1961) | 290,000 compounds, 0.048% hits | activation, % at 10 µM, or EC50 in µM where a hit was titrated | U2OS GPR55 beta-arrestin-GFP redistribution imaging; higher % means a stronger effect;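 active means activation above 40% with more than 50 cells counted in the well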;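 further: U2OS osteosarcoma cells stably expressing GPR55 and beta-arrestin-GFP; plate controls were DMSO negative control for no effect and LPI positive control for full effect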
West Nile virus CPE – inhibition of WNV-induced cytopathic effect – cell-based, CPE readout (AID 1621) | CPE inhibition, % at 10 µM, or IC50 in µM where a hit was titrated | 290,000 compounds, 0.02% hits | West Nile virus-infected cells, CPE inhibition; higher % means a stronger effect; in the data active means a potency from the dose series; further: strong numbers were not always called active
GPR35 antagonists – GPR35 antagonists blocking zaprinast-driven arrestin recruitment, primary screen, imaging, U2OS, beta-arrestin-GFP, zaprinast agonist (AID 2058) | 290,000 compounds, 0.052% hits | U2OS GPR35 beta-arrestin-GFP translocation imaging, zaprinast antagonism; higher % means a stronger effect | one-dose inhibition, % at 10 µM; IC50 in µM for titrated hits;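 active means inhibition of at least 50% with at least 30 cells and total cytoplasm GFP at most 10,000,000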
KOR beta-arrestin-2 – kappa opioid receptor activators – cell-based, luminescence, uHTS, primary screen (AID 1777); KOR beta-arrestin recruitment, luminescence; higher % means a stronger effect; activation, % at 10 µM; hits with a dose series show EC50 in µM; 280,000 compounds, 0.02% hits; in the data active means activation above about 50%, passing the limit was not always enough; further: a part of the inactive calls stands beside numbers as strong as those of hits
T cell HTS – T cell immune modulation candidate; AID 2052; 330,000 compounds, 0.068% hits; calls only at 7 µM; 2C CD8+ T cell-vesicle binding, flow cytometry; stronger effect = lower value;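 active means response, share of CD8 T cells binding vesicles, and their 90th percentile fluorescence all below set limits, cut at about 80% in these data, passing the limit was not always enough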
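Benchmarks: naked versus QL9-loaded vesicles / Assay system: purified 2C TCR transgenic mouse naive CD8+ T cells / Technique: high-throughput flow cytometry with anti-B7-1 and anti-CD8 staining / Timing: Cell–vesicle co-incubation 1.5 h at 37 °C, staining 20 min on ice / Read-out: percent CD8+ FL2 mean versus row control / Probe or stimulus: QL9-loaded Drosophila micro-vesicles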
NTR1 agonist – NTR1-driven beta-arrestin-GFP spot formation – imaging, U2OS cells, high content, primary screen (AID 493036); 330,000 compounds, 0.17% hits; agonist mode; activation, % at 20 µM;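 active means activation at or above 40% of the spot to cytoplasm intensity ratio, with at least 20 cells analyzed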;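 further: 0% = DMSO without peptide and 100% = 100 nM NTR1 peptide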
Target sequence (P30989 whole entry, looked up): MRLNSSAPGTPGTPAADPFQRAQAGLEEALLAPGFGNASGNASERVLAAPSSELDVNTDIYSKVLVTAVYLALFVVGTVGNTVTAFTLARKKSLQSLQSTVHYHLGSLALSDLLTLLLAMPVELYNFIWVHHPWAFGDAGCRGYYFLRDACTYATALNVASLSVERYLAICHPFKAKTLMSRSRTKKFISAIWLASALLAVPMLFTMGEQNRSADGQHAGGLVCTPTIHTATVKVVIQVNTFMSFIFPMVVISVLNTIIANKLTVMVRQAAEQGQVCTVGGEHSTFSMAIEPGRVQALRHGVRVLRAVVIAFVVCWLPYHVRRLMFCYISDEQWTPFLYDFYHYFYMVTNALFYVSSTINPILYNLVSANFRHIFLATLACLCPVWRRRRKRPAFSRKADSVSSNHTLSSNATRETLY
GPR55 antagonists – GPR55 antagonists blocking LPI-driven arrestin recruitment, primary screen, imaging, U2OS, beta-arrestin-GFP, LPI agonist (AID 2013). U2OS GPR55 beta-arrestin-GFP translocation imaging, LPI antagonism; higher % means a stronger effect. inhibition, % at 10 µM, or IC50 in µM where a hit was titrated. 290,000 compounds, 0.13% hits;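 active means spots per cell inhibited over 60%, with over 100 cells counted and total cytoplasm intensity under 500,000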;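 further: U2OS cells stably carrying GPR55 and arrestin-GFP stimulated by 5 µM LPI near EC80; imaged beta-arrestin-GFP aggregate spots per cell after agonist stimulation; plate controls were LPI-stimulated DMSO wells for no effect and DMSO wells without LPI for full effect; some results filed as inactive read as strong as hits; confirmed hits need IC50 under 10 µM and bright autofluorescent wells are also inconclusive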
PhoP inhibition – PhoP-dependent GFP reporter repression – Salmonella Typhimurium, primary screen (AID 1863) | S. Typhimurium PhoP-regulated promoter GFP reporter, 4 h; higher % means a stronger effect | inhibition, % at 50 µM; hits with a dose series show IC50 in µM | 300,000 compounds, 0.16% hits;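 active means inhibition over 29.93%, a cutoff 3 SD above the screen mean, later confirmed by dose response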;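 further: 0% = low Mg2+ inducing control and 100% = high Mg2+ repressing control; strong numbers were not always called active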
T cell HTS vesicle-bound % – second read-out of T cell HTS, no call of its own (marks repeat the call); double positive events, %; measured here: CD8+ vesicle-bound cell fraction;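 binding gate set so that unloaded-vesicle control wells show 10% double positive cells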
NTR1 agonist cell count 20 µM – further read-out of NTR1 agonist, marked with its call; cell count; measured here: cell count, cytotoxicity flag
* = called active by the depositor; i = inactive; . = not tested or not shown; [ ] = another dose, or the depositor's remark.

SMILES	KOR beta-arrestin-1	GPR55 activation	West Nile virus CPE	GPR35 antagonists	KOR beta-arrestin-2	T cell HTS	T cell HTS vesicle-bound %	NTR1 agonist	NTR1 agonist cell count 20 µM	GPR55 antagonists	PhoP inhibition
O=C1Nc2ccc(Br)cc2C1(O)Cc1ccncc1 (stereo unspecified)	9%	0.0%	0.3%	-13%	-3.7%	i	18	-1.1	35	-1%	2%
Cc1ccc(C(=O)NC(=S)NNC(=O)CCN2CCOCC2)cc1	-18%	-0.4%	-1.4%	10%	-6.4%	i	34	0.0	31	-4%	-6%
COc1nc(OC)nc(N2CCC(C(=O)NCc3ccco3)CC2)n1	17%	-0.2%	-0.4%	-6%	-0.4%	i	36	-1.1	65	13%	-15%
O=C(NNC(=S)NC(=O)c1cccs1)c1ccc(NC(=O)c2ccccc2)cc1	13%	0.7%	-1.5%	.	-4.2%	i	52	0.7	63	-1%	-20%
Cc1ccc(NC(=O)CN2CCN(CCN=CC3=C(O)CC(C)(C)CC3=O)CC2)cc1	-9%	-0.3%	-0.1%	12%	-0.5%	i	44	0.4	57	0%	22%
CCSc1nnc(-c2ccc(OC)cc2)o1	-27%	0.3%	0.0%	17%	-5.4%	i	4	0.7	39	1%	9%
NCCCC[C@H]1CNC(=O)C(=O)N1CCCCC1CCCCC1	19%	-0.1%	-0.4%	-8%	0.8%	i	46	-0.3	78	-6%	1%
Cc1nnsc1C(=O)Nc1cccc(Cl)c1C	-14%	-0.6%	-0.7%	-1%	-0.5%	i	37	-0.7	46	-10%	-10%
CC(C)CC(C(=O)OCC(=O)Nc1ncc(Cl)cc1Cl)N1C(=O)c2ccccc2C1=O (stereo unspecified)	25%	-0.2%	0.2%	-4%	1.6%	i	54	2.6	59	4%	-4%
COc1cccc2c(SCC(=O)N/N=C/c3ccc(O)c(O)c3)cc(C)nc12	-20%	0.7%	-0.8%	0%	-0.9%	i	38	.	.	-17%	9%
CCCCN(C)CCNC(=O)CCNC(=O)Cn1ccc2ccccc2c1=O	26%	0.5%	-0.1%	-11%	-0.7%	i	45	0.4	62	5%	3%
COC(=O)CSc1nc(C(C)C)nc2ccccc12	-37%	0.6%	-0.6%	7%	-8.6%	i	46	0.3	86	3%	1%
CCCCCn1c(N(C)Cc2ccccc2)nc2c1c(=O)[nH]c(=O)n2C	4%	-0.1%	-0.5%	1%	-1.2%	i	46	2.4	60	-14%	7%
CCOCCCNC(=S)NCCNc1nc2c(C)cccc2cc1C#N	20%	-0.4%	-0.8%	-4%	-2.0%	i	16	2.9	44	-2%	-4%
CCC(C)(C(=O)Nc1c(C)cccc1C)N(C)C(=O)c1ccc2ccccc2n1 (stereo unspecified)	16%	-0.1%	0.1%	-8%	0.6%	i	8	-0.7	58	11%	-14%
COc1ccc(C(=O)N/N=C/c2ccc(SC)cc2)cc1	-6%	-0.5%	-0.1%	21%	0.8%	i	38	0.3	45	3%	-15%
O=C(Nc1ccc[n+](CC(=O)c2cccc3ccccc23)c1)c1ccccc1	-22%	-0.3%	-0.7%	-3%	2.7%	i	30	-1.5	42	29%	4%
Cc1cc(NC(=O)c2ccc(F)cc2)n(C)n1	-1%	-0.1%	-0.2%	-5%	0.1%	i	51	0.0	104	0%	-3%
COc1ccc(-c2cc(-c3cc(F)ccc3O)[nH]n2)cc1OC	-27%	-0.1%	1.1%	-4%	8.1%	i	8	13	78	4%	2%
CC(C)c1nc(SCC(=O)N2c3ccccc3CC2C)c2ccccc2n1 (stereo unspecified)	12%	-0.3%	0.2%	15%	-1.0%	i	8	4.8	44	5%	-1%
COc1cccc(/C=N/Nc2ccnc(=O)[nH]2)c1O	16%	-0.1%	-1.5%	9%	-4.3%	i	24	0.1	80	14%	4%
COC(=O)c1cc2occc2n1Cc1nc(-c2ccccc2F)oc1C	30%	-0.1%	-0.3%	-1%	0.2%	i	37	4.7	59	12%	-12%
Cc1cccc(NC(=O)CSCc2cc(=O)n3ccsc3n2)c1C	-16%	-0.1%	0.4%	11%	5.5%	i	31	-0.3	57	9%	-2%
CC1(C)CC(=O)C(C(O)c2cccc([N+](=O)[O-])c2)C(C)(C)N1 (stereo unspecified)	-43%[20 µM]	0.6%	-0.4%	-10%	-1.4%	i	48	0.0	75	10%	7%
CC1=C[C@@H](C)[C@@H](c2ccc(C(F)(F)F)cc2)OC1=O	-42%[20 µM]	-0.1%	-0.6%	-3%	3.4%	i	27	0.9	88	-2%	-8%
CCOCCCN(C(=O)Cn1nnc(-c2ccc(OC)c(OC)c2)n1)C(C(=O)NCC1CCCO1)c1ccc(F)cc1 (stereo unspecified)	15%	1.1%	-0.8%	3%	-6.0%	i	14	-2.1	36	14%	-5%
CSCCOC(=O)C1=C(C)Nc2ccc(C)cc2S1	-6%	0.0%	-0.4%	-8%	1.2%	i	36	1.5	57	8%	-6%
COC(=O)c1c(C(=O)OC)c2ccncn2c1Cl	-36%	0.4%	-0.2%	-7%	-4.2%	i	33	0.6	59	-3%	-8%
CCCCC(=O)N1CCN(c2nc3ccc(OCC)cc3s2)CC1	-17%	-0.1%	0.2%	10%	5.6%	i	32	0.7	67	4%	10%
CCC(=O)Nc1ccc(NC(=O)/C=C/c2ccc(Cl)cc2)cc1	.	-0.3%	-0.4%	-11%	.	i	54	-2.1	61	2%	-2%

One compound at a time (already shown). Values in the order: KOR beta-arrestin-1	GPR55 activation	West Nile virus CPE	GPR35 antagonists	KOR beta-arrestin-2	T cell HTS	T cell HTS vesicle-bound %	NTR1 agonist	NTR1 agonist cell count 20 µM	GPR55 antagonists	PhoP inhibition
`CC1=C[C@@H](C)[C@@H](c2ccc(C(F)(F)F)cc2)OC1=O` in the list: -42%[20 µM]	-0.1%	-0.6%	-3%	3.4%	i	27	0.9	88	-2%	-8%
`COc1ccc(C(=O)N/N=C/c2ccc(SC)cc2)cc1` in the list: -6%	-0.5%	-0.1%	21%	0.8%	i	38	0.3	45	3%	-15%

The list goes on.
SMILES	KOR beta-arrestin-1	GPR55 activation	West Nile virus CPE	GPR35 antagonists	KOR beta-arrestin-2	T cell HTS	T cell HTS vesicle-bound %	NTR1 agonist	NTR1 agonist cell count 20 µM	GPR55 antagonists	PhoP inhibition
O=C(Cc1cc(=O)[nH]c(=O)[nH]1)NCc1ccccc1	-26%	-0.3%	.	-20%	-1.1%	i	32	1.0	83	11%	-10%
O=C(NCCCN1CCCC1=O)c1ccc2c(c1)OCO2	-6%	-0.1%	-0.1%	4%	8.8%	i	20	-0.1	77	-9%	4%
COc1ccc(NC(=O)c2cccc(NS(=O)(=O)c3ccccc3)c2)cc1	21%[20 µM]	-0.2%	-0.3%	-14%	-1.6%	i	68	-0.2	65	-16%	-3%
CNC(=S)N(CCc1c(C)[nH]c2ccc(C)cc12)Cc1ccc(OC)c(OC)c1	-18%	0.6%	.	-10%	0.9%	i	39	-2.7	50	4%	0%
COc1cc(/C=N\NC(=O)CC#N)ccc1OC/C=C/c1ccccc1	-2%	-0.1%	0.9%	3%	1.1%	i	48	1.1	78	7%	12%
N#C/C(=C(/O)COc1ccccc1)c1nc2ccccc2s1	14%	0.7%	-0.4%	-4%	16%	i	63	1.9	50	-6%	-3%
COc1ccccc1N(C(=O)c1ccco1)C(C(=O)NC1CCCCC1)c1cc(OC)c(OC)c(OC)c1 (stereo unspecified)	-16%	-0.1%	-1.3%	-6%	0.7%	i	26	0.1	43	-6%	2%
COc1cccc(C(=O)NCC2(c3ccc(OC)c(OC)c3)CCCC2)c1	-17%	-0.1%	-1.5%	-8%	-2.3%	i	43	0.5	45	14%	-8%
ClCCN1C2=NCCCN2c2ccccc21	-68%[20 µM]	-0.1%	0.0%	3%	.	i	50	-0.7	40	-5%	6%
COc1ccc(C2NC(=O)C(C#N)=C(S)N2c2ccc(C)cc2)cc1OC (stereo unspecified)	-40%	0.2%	-0.1%	-1%	-2.5%	i	4	0.2	52	-2%	-2%
CC[C@H](C)[C@H](NS(=O)(=O)c1ccc(C)cc1)C(=O)N1CCC(C(=O)N[C@@H](C)C(=O)O)CC1	2%	-0.2%	-0.3%	16%	11%	i	18	-1.6	45	8%	-4%
Cc1csc(NC(=O)c2ccc(=O)[nH]c2)n1	5%	-0.1%	-0.6%	11%	-3.4%	i	38	0.4	90	10%	4%
CCCCOC(=O)C(C)Oc1ccc(=O)n(-c2ccccc2)n1 (stereo unspecified)	-21%	0.6%	1.0%	-2%	1.2%	i	15	1.2	55	-5%	9%
O=C(O)C1(c2ccccc2)CCN(S(=O)(=O)c2ccc(F)c(F)c2)CC1	-29%	-0.2%	-0.1%	-10%	1.1%	i	32	0.5	26	1%	0%
Cc1ccc(S(=O)(=O)NCCc2nnc3ccc(SCC(=O)Nc4nc(C)cs4)nn23)cc1	26%	0.0%	0.2%	21%	6.9%	i	26	0.8	66	15%	1%
CCCCN(CCCC)C(=O)CCS(=O)(=O)c1ccc2c(c1)n(C)c(=O)c(=O)n2C	2%	-0.1%	-0.2%	-5%	-5.2%	i	28	4.8	50	8%	9%
CCC1=C(OC(=O)N(CC)CC)N2C(=O)OC(=NCC3CC3)[C@]2(C)[C@H]2C1=CC[C@H]1C(=O)NC(=O)[C@H]12	-12%	-0.1%	0.1%	10%	5.1%	i	3	-2.0	92	-3%	-2%
Clc1ccc2c(c1)nc1n2CCCC1	21%	0.0%	0.0%	-2%	-0.5%	i	39	-1.6	61	6%	10%
O=C(Nc1nc2ccccc2s1)C1CCN(C(=O)c2ccco2)CC1	1%	0.2%	0.2%	2%	-2.0%	i	15	0.5	39	-7%	5%
Nc1nc2c(s1)CCc1ccccc1-2	1%	0.0%	0.8%	15%	-5.8%	i	54	0.4	80	16%	16%
CCCCC(=O)Nc1cccc(NC(=O)c2cccc([N+](=O)[O-])c2)c1	4%	0.4%	0.0%	-7%	-4.3%	i	52	0.0	85	10%	-1%
CN(C)S(=O)(=O)N(CC(=O)N(Cc1ccccc1)Cc1ccccc1)c1ccccc1	3%	0.7%	0.6%	19%	6.1%	i	49	5.0	62	2%	3%
CCc1nc2ccccc2c(C(=O)O)c1C	-20%	0.3%	-0.2%	-2%	4.7%	i	26	1.6	54	12%	20%
COCCCNC(=O)c1cn(-c2cccc(OC)c2)c(=O)c2ccccc12	-6%	-0.1%	-0.4%	18%	24%	i	36	-0.5	81	0%	-8%
CC(=O)c1ccc(C(=O)Nc2nnc(-c3ccc(Cl)cc3)o2)cc1	12%	-0.1%	0.3%	-2%	0.9%	i	29	-0.6	64	6%	0%
CC1(C)Oc2ccc(C(=O)N3CCOCC3)cc2N(CC(=O)Nc2ccccc2)C1=O	2%	-0.1%	1.0%	-4%	1.6%	i	9	0.5	68	-3%	-5%

High-throughput results (PubChem BioAssay)
